Screens deposited in PubChem by several laboratories.
PostGolgi ctrl: inhibits growth of the yeast control strain; hit rate 5% among 98,000; AID 738; efflux-deficient yeast background strain, growth absorbance A615, 16 h; inhibition, % at 10 µM
PTPN22 act: activators of human LYP (PTPN22) phosphatase | Q9Y2R2 | recombinant LYP, DiFMUP fluorescence; 0 = plate median, 100 = signal doubled | activation, % at 2 µM | hit rate 0.11% among 96,000;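 active means activation at 2 µM above a set limit, the mean plus 5 SD, cut at about 37% in these data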
Target sequence (Q9Y2R2 whole entry, looked up): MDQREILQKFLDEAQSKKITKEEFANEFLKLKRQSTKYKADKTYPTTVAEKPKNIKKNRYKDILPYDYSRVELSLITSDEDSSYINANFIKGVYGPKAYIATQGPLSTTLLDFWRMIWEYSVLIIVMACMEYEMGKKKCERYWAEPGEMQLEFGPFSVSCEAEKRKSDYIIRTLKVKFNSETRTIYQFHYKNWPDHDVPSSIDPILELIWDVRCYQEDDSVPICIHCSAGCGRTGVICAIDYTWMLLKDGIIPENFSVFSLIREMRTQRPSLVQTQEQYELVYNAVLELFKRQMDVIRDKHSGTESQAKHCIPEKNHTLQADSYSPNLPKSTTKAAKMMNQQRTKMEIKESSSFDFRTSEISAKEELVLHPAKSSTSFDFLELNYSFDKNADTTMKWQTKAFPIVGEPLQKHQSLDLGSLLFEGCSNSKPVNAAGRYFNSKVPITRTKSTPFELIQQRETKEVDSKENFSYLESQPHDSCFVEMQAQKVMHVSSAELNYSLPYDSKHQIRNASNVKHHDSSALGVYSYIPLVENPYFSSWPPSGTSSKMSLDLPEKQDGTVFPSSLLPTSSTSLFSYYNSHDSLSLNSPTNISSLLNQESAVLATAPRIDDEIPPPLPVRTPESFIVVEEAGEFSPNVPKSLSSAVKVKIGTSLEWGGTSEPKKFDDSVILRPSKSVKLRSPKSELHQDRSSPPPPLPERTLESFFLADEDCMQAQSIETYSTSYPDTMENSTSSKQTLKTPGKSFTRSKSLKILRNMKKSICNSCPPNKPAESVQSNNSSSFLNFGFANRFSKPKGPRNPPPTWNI
EphB4 ephrin blk: EphB4-ephrin-B2 interaction antagonism | P54760 | EphB4 LBD / TNYL-RAW-Alexa532 peptide, fluorescence polarization | inhibition, % at 7 µM | hit rate 0.15% among 97,000;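 active means inhibition above the screen-wide mean inhibition plus 3 SD, cut at about 15% in these data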;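 further: 0% = DMSO wells and 100% = excess unlabeled TNYL-RAW peptide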
PostGolgi yeast: growth inhibition of a yeast mutant, post-Golgi transport screen; post-Golgi transport phenotypic cell assay; inhibition, % at 10 µM; hit rate 0.9% among 98,000; AID 739;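 further: yeast cells grown in 1536-well plates; yeast grown about 18 h at 30C before absorbance read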
S1P2 blocker: S1P2 (human) receptor antagonism. O95136. cell-based S1P2 antagonist assay, inhibition at 5 uM. inhibition, % at 5 µM. hit rate 0.21% among 97,000; in the data active means inhibition above about 45%;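 further: CRE beta-lactamase reporter cells expressing human S1P2 stimulated with S1P; 0% = agonist at EC80 alone and 100% = agonist plus reference antagonist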
HIV Rev-RRE inh: HIV Rev-RRE protein-RNA interaction inhibition | Rev peptide-RRE RNA binding, FRET | hit rate 0.79% among 97,000 | inhibition, % at 8 µM | P05866;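 active means inhibition above the screen-wide mean plus 3 SD, cut at about 35% in these data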;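 further: 0% = median DMSO wells and 100% = median Neomycin B control wells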
Target sequence (P05866 whole entry, looked up): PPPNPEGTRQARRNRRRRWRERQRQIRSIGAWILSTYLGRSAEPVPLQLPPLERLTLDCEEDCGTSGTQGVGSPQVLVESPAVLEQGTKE
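System: Cy5-labelled duplex RRE RNA binding fluorescein-labelled HIV Rev peptide; Signal: fluorescein-to-Cy5 FRET, 480 nm excitation; Also added: labelled Rev peptide; Compound: one concentration, 8 µM nominal; Buffer or medium: HEPES pH 7.5 salt buffer with EDTA; Read-out: % inhibition of FRET ratio versus controls; Schedule: 5 min preincubation and 15 min binding, 25 °C.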
S1P2 agonist: S1P2 (human) receptor agonism | O95136 | S1P2-expressing cell line, agonist reporter read-out | activation, % at 4.5 µM | hit rate 0.46% among 97,000 | AID 729; in the data active means activation above about 16%;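 further: 0% = vehicle low control and 100% = maximal reference agonist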
FAK blocker: blocks human focal adhesion kinase activity. Q05397. biochemical FAK kinase activity assay. inhibition, %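 (tested at 7 µM)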. hit rate 0.84% among 97,000. AID 727; in the data active means inhibition above about 19%;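 further: 0% = DMSO and 100% = reference compound high control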
PTPN22 inh 2: LYP (human) phosphatase inhibition; hit rate 0.21% among 96,000; recombinant LYP catalytic domain, DiFMUP fluorescence; inhibition, % at 2 µM; Q9Y2R2;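 active means inhibition at 2 µM at or above a set limit, the screen mean plus 3 SD, cut at about 24% in these data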;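 further: 0% = DMSO with enzyme and 100% = enzyme fully blocked by orthovanadate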
Starred values were filed as active, the others as inactive; . = no result given. Unless noted, no stated cut-off is given here; in the data, active means inhibition above about 30%; inactive means the rest.

#	compound	PostGolgi ctrl	PTPN22 act	EphB4 ephrin blk	PostGolgi yeast	S1P2 blocker	HIV Rev-RRE inh	S1P2 agonist	FAK blocker	PTPN22 inh 2
1	O=C1CC(c2cccc([N+](=O)[O-])c2)c2c(ccc3ccccc23)N1 (stereo not drawn)	19	2	-5	4	7	1	-7	-6	3
2	O=C(NC1CCN(Cc2ccccc2)CC1)c1cc(-c2ccccn2)nc2ccccc12	6	3	-3	8	-6	1	-3	2	-3
3	COc1ccc(-n2nnc3c(SCC(=O)NCc4ccco4)ncnc32)cc1	13	-4	-1	5	13	0	-3	3	4
4	O=C1NC(c2ccc3c(c2)OCO3)Oc2ccccc21 (stereo not drawn)	-6	10	-3	-5	-6	8	-1	-1	-12
5	Cc1cccc(OCCCC(=O)NC(C)C)c1	-2	2	-7	3	-18	2	-1	1	-5
6	CCN(CC)C(NC(=O)c1ccccc1)C(=O)c1ccccc1 (stereo not drawn)	7	2	9	1	22	7	-5	8	0
7	O=C(/C=C/c1ccc2c(c1)OCO2)Nc1nc(-c2ccccc2)cs1	21	-6	-3	-8	19	14	-4	2	11
8	COc1cccc(-c2ccc(C#N)c(OC(=O)c3c(Cl)cccc3Cl)n2)c1	13	-9	9	-3	23	7	-4	2	10
9	Cc1ccc(NC(CNS(=O)(=O)c2ccc(Cl)cc2)c2ccccc2)cc1 (stereo not drawn)	31*	-9	2	-1	19	3	-1	7	12
10	CCN1C(c2ccccc2)C(C)C(=O)C(C)C1c1ccccc1 (stereo not drawn)	27	7	-2	8	-14	16	1	3	-6
11	CCCN(C#N)c1nc(NCC)nc(NC(C)C)n1	7	7	-2	1	-6	-1	5	-3	-9
12	O=C(CSc1ccc2nnc(-c3ccc(Cl)cc3)n2n1)N1CCc2ccccc21	-2	4	-12	-9	4	5	-3	-1	-5
13	CCOC(=O)COc1ccc(S(=O)(=O)NCCC2=CCCCC2)cc1	0	4	-7	0	6	9	-1	3	-10
14	CCCn1c(-c2ccc(OC)cc2)nc2ccccc21	17	10	10	8	2	-1	-9	-1	-11
15	C=CCC(C)(NCc1ccccc1)c1ccco1 (stereo not drawn)	5	-5	-6	3	-11	-1	11	-4	8
16	CCOC(=O)c1oc2ccc(OC)cc2c1NC(=O)CN1CCN(C)CC1	9	7	-2	-7	-11	4	-1	1	-7
17	COc1ccc(N(CC(=O)NCc2ccccc2OC)S(=O)(=O)c2c(C)nn(C)c2C)cc1	1	-7	-1	-10	-16	3	-3	0	5
18	COc1ccc(NC(=O)CSc2nnc(Cn3nnc4ccccc43)n2C)cc1	-3	0	1	-4	-7	11	-7	0	3
19	CCCS(=O)(=O)n1nc(-c2ccc(C)cc2)cc1N	-8	-13	3	-6	4	5	-2	-2	12
20	COc1ccc(CC(=O)Nc2c3c(nn2-c2cccc(C)c2C)CS(=O)C3)cc1 (stereo not drawn)	10	4	2	1	0	9	-6	-1	-5
21	Cc1ccc(OCc2nc(-c3ccccc3)no2)c(C)c1	0	-8	-4	-2	5	20	-2	0	6
22	O=C(c1cc2nc(-c3ccco3)cc(C(F)(F)F)n2n1)N1CCc2ccccc2C1	16	0	-3	15	14	-3	-5	-2	-2
23	O=C(Cn1cc2c(n1)CCCCC2)NCc1ccccc1	10	0	.	-15	.	.	.	.	-2
24	CSc1nc2c(c(=O)[nH]1)C(c1ccncc1)C(C(=O)OC(C)C)=C(C)N2 (stereo not drawn)	7	4	-8	16	15	0	-5	4	-6
25	Cc1ccc(-c2noc(CSc3nnc(-c4cccs4)n3C)n2)cc1	5	2	3	-10	8	1	-1	-1	1
26	Cc1cc(S(=O)(=O)N(Cc2ccc(C(C)C)cc2)CC2CCCO2)ccc1-n1cnnn1 (stereo not drawn)	13	-14	-1	-6	-3	3	-3	0	16
27	Cc1nnc(SCCn2c(Br)nc3c2c(=O)[nH]c(=O)n3C)s1	0	-2	-3	0	14	0	-5	-4	-1
28	CCOC(=O)c1sc2nc3c(cc2c1N)COC(C)(CC)C3 (stereo not drawn)	24	-2	3	3	7	8	4	1	4
29	O=C(CCCCCCN1C(=O)c2ccccc2C1=O)N1CCC(c2ccccc2)C1 (stereo not drawn)	.	-12	-8	.	-10	1	-3	1	11
30	CC(=O)Nc1ccc(NS(=O)(=O)c2ccc(Cl)c(C(=O)O)c2)cc1	28	-5	-5	-4	1	-2	-2	9	3
31	CCCn1c(CCc2ccccc2)nnc1SCC(=O)N1CCOCC1	22	18	-4	-2	11	2	-5	3	-23
32	CC12CC3(C)CC(C)(C1)CC(C(=O)NC(=S)N1CCOCC1)(C2)C3	-2	0	-5	5	11	-7	-7	-4	5
33	CCOc1ccccc1N1CCN(C/C=C/c2ccc(N(C)C)cc2)CC1	10	-2	1	-2	-22	0	-3	2	4
34	Cc1c(C(=O)O)sc(=S)n1-c1ccc(Cl)cc1	8	4	0	-7	3	-1	-13	0	-1
35	CC(=O)OC1CC(C)N(C(=O)c2ccccc2)c2ccc(C)cc21 (stereo not drawn)	20	-3	-1	-2	-5	1	-2	8	1
36	CC(OC(=O)c1nsc(Cl)c1Cl)C(=O)NCc1ccco1 (stereo not drawn)	9	4	-3	-8	-7	1	-4	-5	-5
37	CN1CCC(NC(=O)c2cccs2)CC1	0	0	-4	18	-2	9	-3	-2	-2
38	CC(NC(=O)COC(=O)Cc1ccsc1)C1CC2CCC1C2 (stereo not drawn)	-5	2	4	0	8	4	-6	-1	-4
39	Cc1cc(C)c(S(=O)(=O)NCCn2c(C)cc3ccccc32)c(C)c1	44*	5	-6	-3	18	5	-7	-1	-8
40	CC1(C)Cc2nc(NCCCO)c(C#N)cc2CO1	2	16	-3	-1	-4	2	-2	-2	-20

Record cards, from the list above.
Listed for Cc1ccc(-c2noc(CSc3nnc(-c4cccs4)n3C)n2)cc1 → PostGolgi ctrl = 5; PTPN22 act = 2; EphB4 ephrin blk = 3; PostGolgi yeast = -10; S1P2 blocker = 8; HIV Rev-RRE inh = 1; S1P2 agonist = -1; FAK blocker = -1; PTPN22 inh 2 = 1
Listed for CC(=O)Nc1ccc(NS(=O)(=O)c2ccc(Cl)c(C(=O)O)c2)cc1 → PostGolgi ctrl = 28; PTPN22 act = -5; EphB4 ephrin blk = -5; PostGolgi yeast = -4; S1P2 blocker = 1; HIV Rev-RRE inh = -2; S1P2 agonist = -2; FAK blocker = 9; PTPN22 inh 2 = 3

(further entries)
#	compound	PostGolgi ctrl	PTPN22 act	EphB4 ephrin blk	PostGolgi yeast	S1P2 blocker	HIV Rev-RRE inh	S1P2 agonist	FAK blocker	PTPN22 inh 2
41	Cc1ccc(COn2c(-c3ccc(Cl)cc3)nc3ccc([N+](=O)[O-])cc32)cc1	17	-1	-11	1	-9	8	-3	-1	0
42	O=C(CS(=O)c1ccc(C(F)(F)F)cc1[N+](=O)[O-])Oc1ccc(Cl)cc1 (stereo not drawn)	4	0	11	5	33	14	-3	3	4
43	COc1cccc(N=c2oc3c(C)ncc(CO)c3cc2C(=O)Nc2ccccc2OC)c1	8	7	-11	0	0	8	-5	-8	-4
44	CC(C)CC(=O)N1CCN(S(=O)(=O)c2ccc3ccccc3c2)CC1	10	9	4	12	-4	14	-5	-1	-8
45	Cc1sc2nc3ccc(NCc4ccco4)nn3c(=O)c2c1C	-3	2	3	-7	4	18	-8	11	2
46	O=S(=O)(c1ccc(S(=O)(=O)N2CCCC2)cc1)N1CCCCCC1	-2	-7	-5	0	5	21	-7	-3	4
47	CCCC(=O)c1cc2cc(Cl)ccc2oc1=O	8	16	-5	7	-20	-1	-4	-2	-18
48	Cc1ccc2nc(N3CCN(c4cccc(C)c4C)CC3)c3nnnn3c2c1	4	-2	0	-9	-2	16	-6	1	5
49	Cc1ccc(CNC(=O)CSc2nnnn2C)cc1	2	-1	0	13	12	2	-5	2	3
50	CCOC(=O)CC(=O)CSc1nc2c(C)c(C)ccc2cc1C	20	-27	-3	0	-11	6	-1	1	24*
51	O=C(Nc1cccc(C(F)(F)F)c1)c1cccnc1N1CCCC1	15	4	-6	-4	-1	12	-4	0	-4
52	O=C(NCCC1=CCCCC1)C1CCN(S(=O)(=O)c2cccs2)CC1	-8	-8	1	-5	12	12	-9	1	6
53	CS(=O)(=O)N1CCN(C/C=C/c2ccccc2)CC1	5	8	-3	-5	6	-2	-2	-2	-8
54	CC(=O)Nc1ccc(-c2nn[nH]n2)cc1Cl	-10	-7	-1	6	20	7	-8	-2	10
55	CCOc1ccc(N2CC(C(=O)OC)CC2=O)cc1 (stereo not drawn)	-4	-13	-7	-4	-9	0	-6	-3	10
56	CCn1c(CNc2ccc(C)cc2)nnc1SCC(=O)NCc1ccccc1	-1	0	1	4	12	1	-3	1	-3
57	OC(COC1CCCCC1)CN1CCN(c2ccccc2)CC1 (stereo not drawn)	9	4	-2	-3	-3	-1	-10	-8	-1
58	CCOC(=O)C1CCCN(S(=O)(=O)c2ccccc2)C1 (stereo not drawn)	14	12	-2	7	-3	-4	-4	-6	-9
59	CCOc1ccc(CN(CCO)CCO)cc1[N+](=O)[O-]	5	-7	4	1	-4	6	-1	2	12
60	O=C(O)CC(C(=O)O)c1cn(Cc2ccccc2)c2ccccc12 (stereo not drawn)	12	6	-7	7	20	-1	-5	-9	-9
61	CCc1cc(=O)oc2cc(OCC(=O)N3CCCc4ccccc43)ccc12	9	2	2	-8	1	2	0	-1	-4
62	O=C(Nc1ccccc1Cl)c1ccn[nH]1	8	-4	-8	0	-11	1	3	-3	1
63	Cc1cc(C(=O)OCC(=O)Nc2ccccc2F)c(C)o1	3	-6	3	-23	8	1	-7	-1	8
64	CCCc1nnc(NC(=O)c2cccs2)s1	12	-3	-2	-5	0	2	-6	0	5
65	CCOc1cc(-c2nc(-c3ccc(C)nc3OCC)no2)cc(OCC)c1OCC	4	4	3	-6	4	7	-3	0	-4
66	CCOC(=O)N1CCN(c2nnnn2-c2ccccc2)CC1	10	0	-4	13	-22	1	-6	-3	-3
67	O=C(CSc1nnc(Cc2ccccc2)n1-c1ccc(Cl)cc1)N1CCOCC1	7	-6	-2	1	7	7	-2	-1	5
68	CC(=O)C1=C(O)C(=O)N(CCN2CCOCC2)C1c1ccc(N(C)C)cc1 (stereo not drawn)	.	-4	1	.	-2	9	-4	12	8
69	Cc1nn(Cc2ccc(C(=O)Nc3ccccc3C(F)(F)F)o2)c(C)c1Br	34*	-1	1	1	11	3	-4	-4	2
70	Cc1ccc(NC(=O)NC(=O)CN2C(=O)NC3(CCCCCCC3)C2=O)c(C)c1	17	-15	1	-12	-20	16	-3	5	15
71	Cc1ccc2nc(C3CCCN(C(=S)Nc4ccccc4C)C3)[nH]c2c1 (stereo not drawn)	-2	5	-6	7	14	-1	-3	2	-2
72	CC1CCN(CCOCCOc2ccc(Cl)cc2Br)CC1	27	0	-2	22	17	0	-2	-1	4
73	O=c1c(C(c2c(O)nc3n(c2=O)CCS3)c2cccc3ccccc23)c(O)nc2n1CCS2	-1	6	-7	-6	6	0	-6	-4	-2
74	O=S(=O)(c1ccc(F)cc1)c1nc(-c2ccccc2F)oc1N1CCCCC1	25	0	2	8	6	17	-9	-4	3
75	Cc1ccc(N2C(=O)C3C4C=CC(C4)C3C2=O)cc1C (stereo not drawn)	-1	0	-1	4	12	0	-6	3	-1
76	CC(C)NC(=O)CSCc1ccccc1Cl	-5	6	10	-1	5	6	-7	2	-6
77	Clc1ccccc1CSc1nnc(-c2cccnc2)n1Cc1ccco1	18	4	2	2	9	6	-3	1	-5
78	Cc1ccc(OCc2ccc(C(=O)Nc3nc4ccccc4n3Cc3ccccc3)o2)c([N+](=O)[O-])c1	10	-14	4	2	-6	8	-6	4	10
79	Cn1c(=O)[nH]c(=O)c2c1nc1n2CCCN1CCc1ccccc1	-5	8	-2	-2	12	1	-2	-1	-9
80	COCCOCCn1cnc2ccccc21	-5	6	-1	-9	-4	5	-5	0	-4

No enrichment for hits (roughly 7% active in at least one column).
